AID inhibitor = Primary qHTS assay for inhibitors of Activation Induced Cytidine Deaminase (AID): AID signal. AID 1347428, 2020. AID deamination FRET fluorescence, UDG-coupled, 4 h. Potency, µM (doses to about 115 µM), without a hit: at the highest dose activity change, negative = inhibition, most hits filed as inhibitors. actives 0.32% (n = 91,000). Single-stranded DNA cytosine deaminase (Homo sapiens), Q9GZX7; note: nearly all actives have a fitted effect of over 25% in size
Target sequence (Q9GZX7 whole entry, looked up): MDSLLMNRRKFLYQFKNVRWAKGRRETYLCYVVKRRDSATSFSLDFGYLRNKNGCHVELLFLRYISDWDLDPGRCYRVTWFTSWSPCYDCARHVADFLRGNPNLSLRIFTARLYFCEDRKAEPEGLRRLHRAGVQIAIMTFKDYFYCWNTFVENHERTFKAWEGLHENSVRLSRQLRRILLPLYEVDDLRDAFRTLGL
UDG counterscr = Primary qHTS assay for inhibitors of Activation Induced Cytidine Deaminase (AID): UDG Counterscreen signal; Uracil-DNA glycosylase; FRET deamination/UDG coupled assay, UDG read, 4 h; Potency, µM (top dose mostly 115 µM), without a hit: at the highest dose activity change, negative = inhibition, hits mostly inhibitors; actives 0.14% (n = 91,000); AID 1347430, 2020; note: nearly all actives have a fitted effect of over 65% in size
* = called active by the depositor; ? = inconclusive; [ ] = another dose, or the depositor's remark. Calls come from the whole dose curve; as a rule, active = well fitted curve in the direction sought with a large enough effect; inconclusive = small, poorly fitted or top-dose-only effect, or another doubt; inactive = no such curve, though single readings can be large; an effect the other way counts as inactive or inconclusive. % is set by controls: 0 for no effect and ±100 for the full control effect; potency is the fitted concentration of half-maximal effect. The list is partial (hit frequency here may not be typical).

Values run as follows: UDG counterscr | AID inhibitor
> CCN(CC)S(=O)(=O)c1ccc2c(c1)N(CC(=O)Nc1ccc(C)cc1C)C(=O)C1CCCN21 (configuration not stated)
    ? | ?
> Cc1ccc2[nH]c(C)c(CCNC(=S)NC(C)(C)C)c2c1
    -3% | 1%
> CCOc1ccc(/C=C/c2nc(C#N)c(N3CCCCC3)o2)cc1
    6% | -20%
> CCOc1ccc(CCNC(=O)C2CC(=O)N(CCc3ccc(OC)c(OC)c3)C2)cc1OCC (configuration not stated)
    7% | 5%
> C[C@H](NS(=O)(=O)/C=C/c1ccccc1)C(=O)OCC(=O)c1c[nH]c2ccccc12
    2% | 4%
> CCOc1ccc(-c2cc3nc(C4CCN(C(=O)OC(C)(C)C)CC4)c(C(=O)Nc4ccc(C(=O)OC)cc4)cn3n2)cc1
    15% | -2%
> CN(CCOc1ccccc1)Cc1cc(=O)oc2cc(O)ccc12
    -4% | -7%
> N#Cc1nc(-c2ccc(F)cc2)oc1N1CCN(C(=O)c2ccco2)CC1
    0% | -10%
> FC(F)(F)c1cccc(-c2nnn3c2nc(NC2CCCCC2)c2ccccc23)c1
    -15% | ?
> CCOC(=O)c1cc(C)n(CC2CCC(C(=O)Nc3ccc(C(=O)OC)cc3)CC2)c1C (configuration not stated)
    -1%[57.5 µM] | 4%
> CC(C)c1ccccc1NC(=O)Cc1ccc2c(c1)CCC2
    -3% | 0%
> Cc1ccc(NS(=O)(=O)c2ccc3c(c2)NC(=O)CCS3)c(Br)c1
    1% | ?
> COc1cc(C#N)ccc1OC(C(=O)NC1CC1)c1ccccc1 (configuration not stated)
    1% | 0%
> COC(=O)c1ccc(CNC(=O)c2cc3c(C)nn(C)c3s2)cc1
    4% | 6%
> Cc1cccc(CNC(=O)CN2C(=O)CSc3c2c(C)nn3-c2ccccc2)c1
    3% | 3%
> CCc1ccc(CNC(=O)c2nn(-c3ccc(C)cc3)c(=O)c3c2c2ccccc2n3C)cc1
    -27% | -3%
> COc1ccc2c(c1)c(=O)c(S(=O)(=O)c1ccc(F)cc1)cn2CC(=O)Nc1ccc(C)cc1C
    6% | 8%
> CCOC(=O)C1=C(CN(C)Cc2ccccc2)NC(=O)NC1c1ccc(OC)cc1 (configuration not stated)
    -8% | ?
> COc1ccccc1-c1nc(C#N)c(N2CCN(C)CC2)o1
    -4% | 7%
> CCCC(=O)Nc1cccc(-c2nc3cc(C)cc(C)c3o2)c1C
    ? | -7%
> Cc1ccc2oc(C(=O)Nc3ccc(S(=O)(=O)Nc4nc(C)cc(C)n4)cc3)cc(=O)c2c1
    -9%[57.5 µM] | 22%[57.5 µM]
> O=C(CSc1nncn1C1CC1)c1c[nH]c2ccccc12
    3% | 7%
> Cc1ccc(C(=O)OCc2ccc(C#N)cc2)cc1C
    3% | 2%
> O=C(Cn1nc(C(=O)O)c2ccccc2c1=O)NC(=O)NCc1ccccc1
    -7% | -5%
> COc1cc(C(=O)Nc2ccc(-c3nc4ccccc4o3)c(O)c2)cc(OC)c1OC
    -25% | 2%
> CCc1nn(CC(=O)NC(C)CC)c(=O)c2cc3c(OC)cccc3n12 (configuration not stated)
    0% | 6%
> O=C(CCCN1CCC(O)(c2ccc(Cl)cc2)CC1)c1ccc(F)cc1
    -10% | -19%
> COc1ccc(Oc2nc3c(c(=O)n(Cc4ccc(Br)cc4)c(=O)n3C)n2C)cc1
    -8%[57.5 µM] | -2%[57.5 µM]
> COc1cc(NS(=O)(=O)c2ccc(NC(=O)c3ccc(OC)c(Br)c3)cc2)nc(OC)n1
    -21% | -13%
> O=C(Nc1cccc(Oc2ccccc2)c1)C1CCCO1 (configuration not stated)
    11% | 4%

Continued; the last five above are carried over.
Values run as follows: UDG counterscr | AID inhibitor
> CCc1nn(CC(=O)NC(C)CC)c(=O)c2cc3c(OC)cccc3n12 (configuration not stated)
    0% | 6%
> O=C(CCCN1CCC(O)(c2ccc(Cl)cc2)CC1)c1ccc(F)cc1
    -10% | -19%
> COc1ccc(Oc2nc3c(c(=O)n(Cc4ccc(Br)cc4)c(=O)n3C)n2C)cc1
    -8%[57.5 µM] | -2%[57.5 µM]
> COc1cc(NS(=O)(=O)c2ccc(NC(=O)c3ccc(OC)c(Br)c3)cc2)nc(OC)n1
    -21% | -13%
> O=C(Nc1cccc(Oc2ccccc2)c1)C1CCCO1 (configuration not stated)
    11% | 4%
> CSc1ncc(C(=O)NCc2ccccc2F)c(-c2ccccc2)n1
    -14%[57.5 µM] | 4%
> Cc1ccc2c(c1C)NC(=O)CC2c1ccc(Cl)cc1Cl (configuration not stated)
    -3% | -11%
> Cc1ccc(-n2ncc3c(N(CC(C)C)CC(C)C)ncnc32)c(C)c1
    -15% | -13%
> O=C(CSc1nc(=O)[nH]c2c1CCC2)NCc1ccc(F)cc1
    1% | 0%
> CCOc1ccc(CNC(=O)C2CCCN(c3nn4cc(-c5ccc(OC)cc5)nc4s3)C2)cc1 (configuration not stated)
    51%[activator] | ?
> Cc1ccc(N2CCN(C(=O)C3CCN(c4ncnc5c4nc4n5CCCCC4)CC3)CC2)c(C)c1
    -4% | -5%
> CCN1CC(=O)C=C(C)C1
    -3% | 39%[activator]
> O=C(Nc1ccc(OC(F)(F)F)cc1)C1CCCN(S(=O)(=O)c2cccc3nonc23)C1 (configuration not stated)
    2% | 41%[activator]
> CN(C)c1ccc(-c2nc(-c3cc4cc(Cl)ccc4oc3=O)cs2)cc1
    3% | 0%
> CSCCC(NC(=O)C1CCC(C)CC1)C(=O)Nc1ccc2c(c1)OCCO2 (configuration not stated)
    1% | -1%
> CCOC(=O)c1ccc(NC(=O)CSc2nccn2Cc2ccc(OC)cc2)cc1
    0% | -26%
> Cn1c(=O)c2c(nc(NCc3ccccc3)n2Cc2ccccc2Br)n(C)c1=O
    -2% | 0%
> CCOc1ccc(CCNC(=O)CCCn2c(=O)c3cccn3c3cccnc32)cc1
    -1% | -22%
> O=C(CCc1ccco1)N(Cc1cccs1)C1CC1
    -7% | -7%
> CC1CCN(CC(=O)N2CCN(S(=O)(=O)c3ccccc3F)CC2)CC1
    5% | -2%
> O=C1COc2cc(S(=O)(=O)CCC(=O)N3CCN(c4ccccc4F)CC3)c(Cl)cc2N1
    14% | 23%
> CCCCOc1ccc(S(=O)(=O)n2nc(C)c(S(=O)(=O)N3CCCCCC3)c2C)cc1
    12% | 39%[activator]
> COc1ccc(CCNC(=O)Cn2nnc(-c3ccc(C(F)(F)F)cc3)n2)cc1OC
    -4% | 3%
> CC(C#N)Sc1nnc2c(Cl)cc(C(F)(F)F)cn12 (configuration not stated)
    -10% | 61%[activator]
> COC(=O)c1c(C)oc2ccc(OC(=O)C(C)(C)C)cc12
    -9% | -6%
> CCc1ccc(CN2C(=O)c3ccccc3C2C(=O)NC2CCCCCC2)cc1 (configuration not stated)
    7%[57.5 µM] | 45%[activator]
> Cc1cc(NC(=O)CCc2ncc(-c3ccc(Cl)cc3)o2)no1
    3% | 4%
> Cc1ccc(C)c(NS(=O)(=O)c2cc3c(cc2Cl)NC(=O)CO3)c1
    2% | -9%
> CC(=O)Nc1ccc(S(=O)(=O)[C@H]2CS(=O)(=O)C[C@@H]2N2CCCC2)cc1
    3% | 9%
> NC(=O)c1ccc(NC(=O)COC(=O)c2c[nH]c3ccccc23)cc1
    38%[activator] | -3%
> Cc1ccc(S(=O)(=O)N2CCN(Cc3cc(Br)ccc3O)CC2)cc1
    ? | 23%
> COc1cccc(-c2cc(C(=O)NCc3ccc(F)cc3)no2)c1
    40%[activator] | 11%
> NCCOc1ccc(OCCN)cc1
    -6% | 5%
> O=C(CSc1nc2c([nH]c3ccccc32)c(=O)n1-c1ccccc1)Nc1ccccc1F
    1%[57.5 µM] | -12%
> COCCNc1ncnc2c1cnn2-c1cc(Cl)ccc1C
    14% | 177%[activator]

6 consecutive compounds from above, for reference:
Values run as follows: UDG counterscr | AID inhibitor
> CCc1ccc(CN2C(=O)c3ccccc3C2C(=O)NC2CCCCCC2)cc1 (configuration not stated)
    7%[57.5 µM] | 45%[activator]
> Cc1cc(NC(=O)CCc2ncc(-c3ccc(Cl)cc3)o2)no1
    3% | 4%
> Cc1ccc(C)c(NS(=O)(=O)c2cc3c(cc2Cl)NC(=O)CO3)c1
    2% | -9%
> CC(=O)Nc1ccc(S(=O)(=O)[C@H]2CS(=O)(=O)C[C@@H]2N2CCCC2)cc1
    3% | 9%
> NC(=O)c1ccc(NC(=O)COC(=O)c2c[nH]c3ccccc23)cc1
    38%[activator] | -3%
> Cc1ccc(S(=O)(=O)N2CCN(Cc3cc(Br)ccc3O)CC2)cc1
    ? | 23%

Sorted by heavy-atom count (highest first): 6 of the compounds above
Values run as follows: UDG counterscr | AID inhibitor
> CCOc1ccc(CCNC(=O)CCCn2c(=O)c3cccn3c3cccnc32)cc1
    -1% | -22%
> CCc1ccc(CN2C(=O)c3ccccc3C2C(=O)NC2CCCCCC2)cc1 (configuration not stated)
    7%[57.5 µM] | 45%[activator]
> CC(=O)Nc1ccc(S(=O)(=O)[C@H]2CS(=O)(=O)C[C@@H]2N2CCCC2)cc1
    3% | 9%
> COc1cccc(-c2cc(C(=O)NCc3ccc(F)cc3)no2)c1
    40%[activator] | 11%
> COCCNc1ncnc2c1cnn2-c1cc(Cl)ccc1C
    14% | 177%[activator]
> NCCOc1ccc(OCCN)cc1
    -6% | 5%

(continued)
Values run as follows: UDG counterscr | AID inhibitor
> O=c1cc(-c2ccccc2)c2ccc(OC/C=C/c3ccccc3)cc2o1
    -4% | -6%
> Cc1ccc(C)c(Cn2cnc3c(cnn3-c3ccc(F)cc3)c2=O)c1
    3% | -1%
> COc1cc(/C=C(/C#N)C(=O)Nc2cccc3ncccc23)cc(OC)c1OC
    12% | -4%
> CC1=C(c2ccc(Cl)cc2)[N+](=O)C(C)(c2ccccc2)N1[O-] (configuration not stated)
    -5% | -3%
> COc1ccc(C(=O)/C=C/c2cccc(F)c2)cc1CSCC(=O)O
    2% | -20%
> COC(=O)c1ccc(COC(=O)CC23CC4CC(CC(O)(C4)C2)C3)cc1
    4% | -1%
> COc1ccc(C)cc1NC(=O)c1ccc2c(c1)nnn2C1CCCC1
    -7% | -20%
> C(#Cc1ccccc1)C[N+]1(CC#Cc2ccc(C#CC[N+]3(CC#Cc4ccccc4)CCOCC3)cc2)CCOCC1
    ? | -25%
> NC(=O)c1cn(CC(=O)NCCc2cccc3ccccc23)c2ccccc12
    -5% | -12%
> O=S(=O)(NCCc1coc(-c2ccccc2)n1)c1ccccc1
    10% | 0%
> COC(=O)c1ccc(NC(=O)CN(Cc2ccccc2)S(=O)(=O)c2ccc(C)cc2)cc1
    22% | 15%
> O=S(=O)(c1cccc(F)c1)N1CCC(N2CCOCC2)CC1
    0% | -4%
> COc1ccc(NC(=O)C2=CC(c3ccco3)=NS(=O)(=O)N2C)cc1
    -1% | -3%
> Nc1nc(CNC(c2ccccc2)c2ccccc2)nc(Nc2ccccc2)n1
    -14% | -12%
> Cc1nc(-n2nc(C)c(Cl)c2C)sc1C(=O)N1CCCCC1
    -10% | -12%
> CCc1cccc(NC(=O)CSc2nccn2C)c1
    9% | 9%
> COc1cc(C(C)=O)ccc1OCc1ccc(F)cc1Cl
    -1% | -6%
> CCOc1ccccc1N(CC)C(=O)c1cc2c(=O)n(CC)c3ccccc3c2s1
    -17% | ?
> Cc1nn(-c2ccccc2)c(OC(=O)C(C)(C)C)c1Sc1ccccc1
    -6% | -28%
> Cc1cc(C(C)(C)C)ccc1OC(=O)c1ccc(CS(C)(=O)=O)cc1
    -10% | -5%
> CN(C)C(=S)SCCCCC#N
    10% | 7%
> C=CCOc1ccc(NC(=O)C(C)Oc2ccccc2)cc1 (configuration not stated)
    -14% | -13%
> Cc1ccc2c(c1)c1c(c(=O)n(Cc3ccccc3)c(=O)n1CC(=O)NCc1ccccc1Cl)n2C
    -28% | 8%
> COc1cc(/C=C2/NC(=O)NC2=O)cc(I)c1OCC(=O)O
    3% | 10%
> COc1cc(NC(=O)COc2cc(C)cc3oc(=O)cc(C)c23)cc(OC)c1
    -8% | 0%
> Cc1cccc(N2CCN(C(=O)CN3C(=O)COc4ccc(S(=O)(=O)N5CCC(C)CC5)cc43)CC2)c1C
    6% | 32%[activator]
> COc1ccc(OC)c(CNS(=O)(=O)c2ccc3c(c2)oc(=O)n3C)c1
    -13% | 48%[activator]
> Cc1ccc(C(CNC(=O)c2ccc(NC(=O)OC(C)(C)C)cc2)N2CCOCC2)o1 (configuration not stated)
    8% | 8%
> CCOc1cc(C2Nc3ccccc3-c3nnc(SCc4ccccc4)nc3O2)ccc1OC (configuration not stated)
    -22% | 0%
